HPDE-C7 cytotoxicity – HPDE-C7 pancreatic duct cell viability loss – fluorescence, HTS (AID 430) | HPDE-C7 pancreatic duct cells viability, fluorescence; higher % means a stronger effect | one-dose cytotoxicity, % at 10 µM; EC50 in µM for titrated hits | actives 1.8% (n = 63,000);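 further: cells exposed to compound for 48 hours before viability readout; 0% = vehicle and 100% = reference cytotoxic drug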
HT1080 cytotoxicity – cytotoxicity in HT1080 fibrosarcoma cells, cell-based, fluorescence readout (AID 620); HT1080 viability, fluorescence; higher % means a stronger effect; cytotoxicity, % at 10 µM; hits with a dose series show EC50 in µM; actives 0.42% (n = 87,000);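 further: cells exposed to compound overnight then 4 h with Alamar Blue; 0% = vehicle DMSO and 100% = killing control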
Spn MK inh – inhibitors of Streptococcus pneumoniae mevalonate kinase | purified MK, PK/LDH-coupled NADH absorbance 340 nm | inhibition, % at 10 µM | actives 0.48% (n = 65,000) | AID 555;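 active means ranked among the strongest by inhibition in the single 10 µM screen, a fixed top-ranked set picked for dose follow-up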; further: no value below 0 was filed
DPM-DC inhibit – inhibitors of Streptococcus pneumoniae diphosphomevalonate decarboxylase; purified DPM-DC, PK/LDH coupled NADH fluorescence; calls only at 10 µM; actives 0.49% (n = 65,000);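 active means the 320 compounds with the highest percent inhibition in the single-dose primary screen, excluding strongly autofluorescent ones, cut at about 32% in these data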;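 further: kinetic rate of NADH fluorescence loss reporting ADP formed by the decarboxylase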
LYP inhibition – inhibition of human PTPN22 tyrosine phosphatase – biochemical, DiFMUP fluorescence, recombinant catalytic domain, 10 µM, primary screen (AID 606); recombinant LYP catalytic domain, DiFMUP fluorescence; higher % means a stronger effect; one-dose inhibition, % at 10 µM; IC50 in µM for titrated hits; 52,000 tested, under 10 active;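 active means IC50 under 40 µM in the dose-response test; inactive means IC50 of 40 µM or more, or never dose-tested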
Bfl-1 displacement – displacement of Bid BH3 peptide from Bfl-1 – biochemical, fluorescence polarization, FITC-Bid, mouse, primary screen (AID 432); FITC-Bid BH3 peptide fluorescence polarization displacement; higher % means a stronger effect; actives 0.02% (n = 64,000); displacement, % at 20 µM, or IC50 in µM where a hit was titrated; in the data active means a potency from the dose series; inactive means the rest, 99 in 100 with displacement below about 15%; further: strong numbers were not always called active
Alkaline phosphatase – human TNAP enzyme inhibitors, biochemical, luminescent (AID 518); purified TNAP enzyme, luminescent substrate readout; higher % means a stronger effect; inhibition, % at 20 µM; hits with a dose series show IC50 in µM; actives 0.09% (n = 64,000); in the data active means a potency from the dose series; inactive means the rest, 99 in 100 with inhibition below about 22%;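 further: plate controls were vehicle for no effect and reference inhibitor for full effect; many of its hits are not listed in these tables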
HPDE-C7K KRASV12 – viability loss of HPDE-C7K cells – cell-based, fluorescence, HTS, primary screen (AID 431). actives 1.7% (n = 63,000). cytotoxicity, % at 10 µM; hits with a dose series show EC50 in µM. HPDE-C7K KRASV12 cells, Alamar Blue viability, 48 h; higher % means a stronger effect;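 active means compounds whose percent cytotoxicity in the single-dose primary screen, scaled between solvent and toxic-drug controls, exceeds 50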;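 further: 0% = DMSO solvent wells and 100% = doxorubicin-treated wells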
PMK inhibit – inhibitors of Streptococcus pneumoniae phosphomevalonate kinase; purified PMK, PK/LDH-coupled NADH absorbance 340 nm; inhibition, % at 10 µM; actives 0.49% (n = 65,000);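 active means top-ranked compounds by inhibition in the single 10 µM screen, taking a fixed number of the strongest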;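 further: 0% = full reaction with DMSO carrier and 100% = background rate without enzyme reaction; no value below 0 was filed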
PMK inhibit pilot replicates – also measured in PMK inhibit; calls as there; inhibition, %; measured here: pilot screen replicates
Spn MK inh pilot replicates – second read-out of Spn MK inh, no call of its own (marks repeat the call); inhibition, %; measured here: pilot screen replicates
DPM-DC inhibit pilot screen % – recorded beside DPM-DC inhibit, whose call it bears; inhibition, %; measured here: pilot screen trials
The depositor's hits bear a star; i = inactive; x = not tested or not shown. Unless noted, no stated cut-off is given here; in the data, active means cytotoxicity above about 50%; inactive means the rest. Rows are unselected. Share with any hit: about 3.3%.

SMILES | HPDE-C7 cytotoxicity | HT1080 cytotoxicity | Spn MK inh | DPM-DC inhibit | LYP inhibition | Bfl-1 displacement | Alkaline phosphatase | HPDE-C7K KRASV12 | PMK inhibit | others
Cc1ccc(-c2nnn(CC(=O)N3CCN(c4ccccc4)CC3)n2)o1 | -9% | -9% | 0 | i | x | 2% | 1% | 1% | 7
CC(C)(C)NS(=O)(=O)c1ccc(NS(=O)(=O)c2ccc(F)cc2)cc1 | -8% | -4% | 7 | i | 11% | 3% | 10% | 10% | 26*
O=C(CSc1nnc(CNc2ccc(Cl)cc2)o1)Nc1nc2ccccc2s1 | -2% | -18% | 2 | i | 1% | -8% | 11% | 15% | 11
COc1ccc(CCNC(=O)C2CCN(S(=O)(=O)N3CCOCC3)CC2)cc1OC | 1% | 1% | 0 | i | -6% | -4% | 9% | 4% | 24
Cc1cccn2c(=O)c3cc(C#N)c(=O)n(Cc4cccnc4)c3nc12 | -4% | 7% | 6 | x | 1% | 1% | 10% | -12% | 3
O=C(NCc1ccc(N2CCCC2=O)cc1)c1cn(Cc2ccccc2)nn1 | -12% | 4% | 7 | i | 17% | -14% | -2% | -13% | 10
O=c1cc(O)n(-c2ccccc2F)c(=S)[nH]1 | 27% | 14% | 13 | i | x | -8% | 15% | 5% | 7
Nn1c(SCC(=O)Nc2cccc(F)c2)nnc1C1CCCCC1 | -4% | -17% | 7 | i | 12% | -3% | 8% | 2% | 9
CNc1nc(-c2ccc(Cl)cc2)cs1 | -10% | 2% | 8 | i | 6% | -11% | 7% | 5% | 0
CC1(C)Cc2c(c(N3CCOCC3)nc3sc(C(=O)N4CCCCC4)c(N)c23)CO1 | -5% | -6% | 4 | x | 12% | -4% | 3% | -6% | 3
Cc1ccc(C(=O)NCc2ccc3c(c2)OCO3)cc1S(=O)(=O)N1CCOCC1 | -5% | -5% | 6 | i | -2% | -6% | 2% | -13% | 12
Cc1ccccc1CS(=O)(=O)Cc1ccc(C(=O)NCc2cccnc2)o1 | -10% | 5% | 10 | i | 3% | -19% | -2% | -14% | 19
Clc1ccc(OCCCc2nc(-c3cccnc3)no2)c(Cl)c1 | -7% | 0% | 8 | i | x | 0% | 13% | -14% | 13
CC(CCc1ccccc1)NC(=O)c1nnc(Cc2ccc(F)cc2)o1 (stereo not given) | -6% | -4% | 1 | i | -4% | 5% | 11% | -3% | 4
COc1ccc2c(c1)CC(C1(O)C(=O)Nc3ccccc31)C2=O (stereo not given) | -4% | -42% | 8 | i | 10% | 0% | 8% | -10% | 11
c1ccc(-c2cnnc(N3CCCCC3)n2)cc1 | -14% | -13% | 7 | i | 4% | -4% | 11% | 4% | 1
CC(=O)CCc1ccc(OC(=O)c2cccnc2)cc1 | -18% | 1% | 6 | i | 14% | 6% | 8% | -12% | 0
Cc1c(C(=O)OC2CCCCC2)[nH]c2c1C(=O)CC(C)(C)C2 | -4% | -1% | 1 | i | x | 6% | 6% | 4% | 14 | PMK inhibit pilot replicates=2.5;Spn MK inh pilot replicates=0.0;DPM-DC inhibit pilot screen %=0.0
CSc1nc2ccc(S(=O)(=O)NC3CCCCC3)cc2s1 | 7% | x | 10 | i | 3% | -2% | 10% | 6% | 0
Cn1c(SCC(=O)NCc2ccc3c(c2)OCO3)nc2scc(-c3cccs3)c2c1=O | 36% | -2% | 4 | i | 6% | 12% | 10% | 39% | 11
c1ccc(Cn2nnnc2C(c2cccs2)N2CCc3ccccc3C2)cc1 (stereo not given) | 2% | -7% | 10 | i | -3% | 0% | 4% | 5% | 7
N#Cc1ccccc1NC(=O)CSc1nnc(-c2ccccc2)n1-c1ccccc1 | -3% | -3% | 0 | i | -2% | -2% | 10% | 3% | 6 | PMK inhibit pilot replicates=0.0;Spn MK inh pilot replicates=0.0;DPM-DC inhibit pilot screen %=0.0
O=C(c1ccc(S(=O)(=O)N2CCOCC2)cc1)N1CCc2ccccc2C1 | -8% | 5% | 13 | i | 2% | -4% | 19% | -4% | 2 | PMK inhibit pilot replicates=1.0;Spn MK inh pilot replicates=0.0;DPM-DC inhibit pilot screen %=0.0
O=C(O)CCCC(=O)NCc1ccccn1 | -19% | 7% | 8 | i | 3% | 2% | 8% | -28% | 12
CCOc1cc(C(=O)NCCOC)cc(OCC)c1OCC | -1% | 4% | 0 | i | -2% | -2% | -2% | -6% | 5
Additional entries follow:
SMILES | HPDE-C7 cytotoxicity | HT1080 cytotoxicity | Spn MK inh | DPM-DC inhibit | LYP inhibition | Bfl-1 displacement | Alkaline phosphatase | HPDE-C7K KRASV12 | PMK inhibit | others
Cc1nc(N2CCCC2)c2nnn(Cc3ccccc3Cl)c2n1 | -11% | 26% | 0 | i | 14% | -4% | -5% | -8% | 15
COC(=O)c1cn(C(=O)c2ccc(Br)o2)c2ccccc12 | -2% | -10% | 10 | i | x | 1% | 12% | 3% | 15 | PMK inhibit pilot replicates=4.0;Spn MK inh pilot replicates=4.0;DPM-DC inhibit pilot screen %=5.5
CCOC(=O)c1ccc(NC(=O)C(CC)(CC)C(=O)OCC)cc1 | -10% | -5% | 7 | i | x | -10% | 11% | -8% | 6
Cc1cc(C)n(CC(O)COCc2ccccc2)n1 (stereo not given) | -14% | 0% | 8 | i | x | 0% | 11% | -16% | 5
CN(C)C1NC(=O)c2cc(-c3ccccc3)sc2N1 (stereo not given) | x | -7% | 3 | i | 0% | x | x | x | 6
CCOC(=O)c1sc2nc(-c3ccco3)c3c(c2c1N)CC(C)(C)OC3 | 49% | 0% | 9 | i | -1% | 5% | 6% | 57%* | 0
CCOc1ccccc1Nc1nnc(SCC(=O)N2CCCC2)s1 | 12% | 6% | 13 | i | -14% | 4% | 13% | 9% | 21 | PMK inhibit pilot replicates=1.5;Spn MK inh pilot replicates=0.0;DPM-DC inhibit pilot screen %=0.0
CCCc1cc(=O)[nH]c(SCC(=O)N(CC)Cc2ccccc2)n1 | -32% | -1% | 14 | i | x | -5% | 2% | -21% | 0
CC1CN(C(=O)CN2C(=O)NC(C)(c3ccccc3)C2=O)CC(C)O1 (stereo not given) | -2% | 2% | 0 | i | 11% | 4% | 5% | -7% | 11
CCC(=O)N1CCN(c2ccccc2NC(=O)COc2cccc(C)c2)CC1 | 6% | 7% | 0 | i | 4% | -7% | 4% | 5% | 10
O=C(Nc1ccc2oc(-c3cccnc3)nc2c1)c1cc2ccccc2o1 | -12% | 3% | 4 | x | 6% | -1% | 9% | -15% | 0
CCC(C)(C)n1nnnc1C(c1cc2cc(C)cc(C)c2[nH]c1=O)N1CCCC1 (stereo not given) | 0% | -2% | 6 | i | -1% | -4% | -3% | -3% | 0
COc1cc2c(c(OC)c1)C(c1cccc(OC)c1OC)CC(=O)N2 (stereo not given) | 3% | -7% | 3 | i | -1% | -1% | 10% | 4% | 2
CC1CCN(CCC(=O)N2CCCc3c2c(=O)oc2ccc(O)cc32)CC1 | -11% | -1% | 0 | i | -2% | 5% | 22% | 3% | 12
O=C1NC(c2ccc3c(c2)OCO3)Oc2ccccc21 (stereo not given) | -44% | 21% | 12 | i | 11% | 0% | 10% | -34% | 0
COC(=O)C1=C(C)N(c2cc(Cl)cc(Cl)c2)C(=O)C1 | -29% | 14% | 7 | i | 1% | -11% | 5% | -22% | 2
Cc1nc(SCC(N)=O)[nH]c(=O)c1Cc1ccc(OC(C)C)cc1 | -1% | -11% | 3 | i | 12% | -3% | 7% | 4% | 0
CCOc1nc(-c2ccc(C)cc2)ccc1-c1noc(-c2cccnc2)n1 | -5% | -6% | 9 | i | 6% | -5% | -2% | 0% | 3
CCOC(=O)C1CCN(c2c(NCc3ccc(C(=O)NCCOC)cc3)c(=O)c2=O)CC1 | -11% | 21% | 7 | i | 7% | -2% | 9% | 7% | 5
CCOC(=O)c1ccc(NC(=O)CC2SC(=NC)N(C)C2=O)cc1 (stereo not given) | -6% | -2% | 0 | i | 5% | -10% | 8% | -6% | 0 | PMK inhibit pilot replicates=0.0;Spn MK inh pilot replicates=0.5;DPM-DC inhibit pilot screen %=0.0
CCC(=O)N1c2ccccc2NC2=C(C(=O)CC(c3ccco3)C2)C1c1ccco1 (stereo not given) | -4% | 4% | 10 | i | -8% | -4% | 6% | 8% | 6
O=S(=O)(NCC(c1cccnc1)N1CCN(c2ccccc2)CC1)c1cc(F)ccc1F (stereo not given) | -20% | -8% | 0 | i | 4% | 7% | 6% | -12% | 20 | PMK inhibit pilot replicates=1.5;Spn MK inh pilot replicates=1.5;DPM-DC inhibit pilot screen %=0.0
COc1ccc(N2CC(C(=O)NC3CC(C)(C)NC(C)(C)C3)CC2=O)cc1 (stereo not given) | -1% | -1% | 8 | i | -9% | -9% | 2% | -5% | 7
COC(=O)c1sc(Nc2ccccc2)nc1C | -6% | -15% | 0 | i | -6% | 0% | 23% | 0% | 7
CC(=O)c1ccc(NC2CC(O)C(O)CO2)cc1 (stereo not given) | 4% | -6% | 5 | i | 2% | -3% | 12% | 4% | 12

The final two records of the section above lead into the next.
SMILES | HPDE-C7 cytotoxicity | HT1080 cytotoxicity | Spn MK inh | DPM-DC inhibit | LYP inhibition | Bfl-1 displacement | Alkaline phosphatase | HPDE-C7K KRASV12 | PMK inhibit | others
COC(=O)c1sc(Nc2ccccc2)nc1C | -6% | -15% | 0 | i | -6% | 0% | 23% | 0% | 7
CC(=O)c1ccc(NC2CC(O)C(O)CO2)cc1 (stereo not given) | 4% | -6% | 5 | i | 2% | -3% | 12% | 4% | 12
Cc1ccc2[nH]c(=O)c(CN(CCO)Cc3nnnn3CCc3ccccc3)cc2c1 | -3% | -22% | 11 | i | x | -3% | 7% | -11% | 13
CN1CCCC(C(=O)C(C#N)c2ccccc2)C1 (stereo not given) | 4% | -6% | 0 | i | -8% | 2% | 2% | 0% | 18
CNS(=O)(=O)c1cccc(C(=O)OCC(=O)c2cc(C)n(-c3ccc4c(c3)OCO4)c2C)c1 | -8% | 6% | 9 | i | x | -5% | 11% | 1% | 0 | PMK inhibit pilot replicates=2.5;Spn MK inh pilot replicates=0.0;DPM-DC inhibit pilot screen %=0.0
O=C(NCc1cccnc1)C(C(=O)c1ccc(F)cc1)n1ccccc1=O (stereo not given) | 20% | -6% | 6 | i | x | -5% | 10% | 22% | 8
CC(Oc1ccc(Cl)cc1Cl)c1nc(-c2ccc(NC(=O)c3cccnc3)cc2)no1 (stereo not given) | 50% | 12% | 4 | i | 16% | -2% | 8% | 59%* | 4 | PMK inhibit pilot replicates=0.0;Spn MK inh pilot replicates=0.0;DPM-DC inhibit pilot screen %=0.5
Cn1c(Cn2c(=O)sc3ccccc32)nnc1SCC(=O)NC1CCCCC1 | -10% | 8% | 5 | i | x | 0% | 3% | -4% | 4
CCOc1cc2[nH]c(=S)n(CC3CCCO3)c(=O)c2cc1OCC (stereo not given) | -17% | -1% | 10 | i | 6% | -3% | 14% | -12% | 2 | PMK inhibit pilot replicates=0.5;Spn MK inh pilot replicates=0.5;DPM-DC inhibit pilot screen %=0.0
Cn1nnc2cc(C(=O)N3CCN(c4ccccc4)CC3)ccc21 | -4% | 5% | 12 | i | x | -1% | -1% | -4% | 2
